Compound activity: PubChem BioAssay, National Center for Advancing Translational Sciences (NCATS)
Integrin act MD – integrin-mediated muscular dystrophy alleviation activation. alpha7betagal myoblasts, beta-gal FDG fluorescence, 48 h. Potency, µM (series often up to 38.3 µM), inactives show at the highest dose activation, actives largely listed as activators. hit rate 0.064% among 350,000;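 further: potency means the concentration at half of the fitted maximal effect; 100% = response of the positive control SU9516; nearly all actives have a fitted effect of over 60% in size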
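alpha7betagal+/- myoblasts (passage 13, 250/well) treated 48 h at 37C with compounds at 1:260 dilution of DMSO stock. Lysed, then beta-galactosidase activity read as FDG fluorescence (ex 480/em 540) after 30 min, with pre-read for autofluorescence.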
USP2a inh – blocks human ubiquitin-specific protease USP2a | O75604 | USP2 core, Ub-CHOP2 coupled fluorogenic reporter, 485/531 | Potency, µM (doses to about 38.3 µM), for the others: at the top dose activity change, negative = inhibition, actives largely listed as inhibitors | hit rate 0.01% among 330,000;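 further: potency means the concentration at half of the fitted maximal effect; plate controls were DMSO wells for no effect and full inhibition by NEM control for full effect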
Target sequence (O75604 whole entry, looked up): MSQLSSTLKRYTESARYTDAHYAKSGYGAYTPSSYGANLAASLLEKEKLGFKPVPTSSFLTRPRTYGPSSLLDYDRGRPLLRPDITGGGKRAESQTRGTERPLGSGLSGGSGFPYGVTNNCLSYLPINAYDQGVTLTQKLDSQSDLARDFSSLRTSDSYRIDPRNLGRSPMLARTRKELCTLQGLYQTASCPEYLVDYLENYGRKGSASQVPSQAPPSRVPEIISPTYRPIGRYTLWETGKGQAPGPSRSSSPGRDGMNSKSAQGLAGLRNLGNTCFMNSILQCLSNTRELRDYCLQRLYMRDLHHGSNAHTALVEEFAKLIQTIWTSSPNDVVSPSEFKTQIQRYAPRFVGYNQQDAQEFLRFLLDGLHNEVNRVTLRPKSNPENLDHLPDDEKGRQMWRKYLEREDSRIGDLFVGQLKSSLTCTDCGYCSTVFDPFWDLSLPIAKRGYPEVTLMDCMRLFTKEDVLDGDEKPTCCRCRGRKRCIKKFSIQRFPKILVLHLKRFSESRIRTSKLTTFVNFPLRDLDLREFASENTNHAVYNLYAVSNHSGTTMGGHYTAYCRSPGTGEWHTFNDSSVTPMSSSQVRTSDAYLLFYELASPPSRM
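USP2 core (10nM final) preincubated 30min RT with compound in 20mM Tris-HCl pH 8.0, 2mM CaCl2, 2mM beta-mercaptoethanol, 0.05% CHAPS; 25nM Ub-CHOP2 plus 25nM reporter substrate added, fluorescence (Ex485/Em531) read after 60min.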
Eya2 inh – Eya2 (human) phosphatase inhibition; O00167; recombinant Eya2, OMFP fluorescence dephosphorylation (OMFP is methylfluorescein phosphate); Potency, µM (titrated, usually from 76.9 µM), without a hit: at the top dose activity, negative = inhibition, usual class: inhibitors; hit rate 0.006% among 330,000; further: potency means the concentration at half of the fitted maximal effect; on the % scale 0 is the no-effect control and ±100 the full control effect
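Eya2 (0.2 uM) preincubated 10 min at ambient with compound, then OMFP substrate added at 50 uM; 10 min reaction in 50 mM HEPES pH 7.5, 50 mM NaCl, 5 uM MgCl2, 0.05% BSA, 1 mM DTT. Fluorescence read at Ex 485/Em 525 nm.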
B2AR arrestin – beta2AR (human) beta-arrestin recruitment activity; hit rate 0.02% among 330,000; beta-arrestin recruitment to beta2AR, cell-based reporter; P07550; Potency, µM (titrated, usually from 46.1 µM), for inactives: top-dose activation, most hits filed as activators;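 further: potency means the concentration at half of the fitted maximal effect; 0% = DMSO controls and full agonism = EC100 isoproterenol or metaproterenol; nearly all actives have a fitted effect of over 65% in size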
p53 reactivator – mutant p53 re-activation in reporter cells | H1299 p53-A138V BP100-luciferase reporter, luminescence, 24 h | Potency, µM (series often up to 92.2 µM), for the others: at the top dose activity change, positive = activation, actives largely listed as activators | hit rate 0.063% among 320,000 | AID 504706; further: potency means the concentration at half of the fitted maximal effect; % of control where 0% means no effect; nearly all actives have a fitted effect of over 45% in size
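p53-null H1299 cells stably carrying temperature-sensitive p53-A138V and a BP100-luciferase reporter were pinned with compounds (4-point, 1:5 series) and held 24 hrs at 37 deg C. Luminescence was read 10 min after detection reagent.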
ELG1 genotox – induces genotoxicity in HEK293T cells with luciferase-tagged ELG1. HEK293T ELG1-luciferase reporter, luminescence, 16 h. Potency, µM (highest dose often 46 µM), for the others: top-dose activity change, positive = activation, most hits filed as activators. hit rate 1.3% among 330,000. AID 504466; further: potency means the concentration at half of the fitted maximal effect; % of control where 0% means no effect; nearly all actives have a fitted effect of over 60% in size
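Step 1: seed 2,000 HEK293T ELG1-luciferase cells per well. Step 2: add compound or DMSO, incubate 16 hr at 37 °C. Step 3: ONE-Glo, 30 min at room temperature, read luminescence.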
ASM inhibitor – human S-ASM enzyme inhibition. P17405. placental ASM, HMU-PC fluorogenic substrate, 60 min. Potency, µM (doses to about 57.5 µM), without a hit: at the highest dose activity change, negative = inhibition, actives largely listed as inhibitors. hit rate 0.006% among 340,000; further: potency means the concentration at half of the fitted maximal effect
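HMU-PC0 cleavage (9 uM final) by human placental ASM, 60 min at 37 °C following 10 min compound exposure at RT; stopped at pH 10, fluorescence Ex 386/Em 447 nm.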
BRCA1 expr up – increases BRCA1 expression; MCF7-BRCA1-FFLuc reporter, luminescence, 48 h; response scale: scaled: vehicle 0%, 10 µM genistein 100%; Potency, µM (doses to about 46.1 µM), without a hit: top-dose activation, actives largely listed as activators; hit rate 1.1% among 380,000; AID 624202; further: potency means the concentration at half of the fitted maximal effect; nearly all actives have a fitted effect of over 80% in size; some results filed as inactive show a strong effect at the top dose
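Cells: MCF7-BRCA1-FFLuc, 2000/well. Exposure: 48 h, 37 °C, 5% CO2. Read: luminescence, 15 min post-substrate. Controls: genistein 10 microM (maximal activation), DMSO (neutral).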
TRPV1 ag – agonists of human vanilloid receptor 1 (TRPV1) | Q8NER1 | TRPV1-expressing cells, Fluo-8 calcium influx, agonist mode | activation, % at 8.33 µM | hit rate 0.19% among 320,000 | AID 540275; in the data active means activation above about 80%; inconclusive means between about 30% and that limit; further: 0% is about no effect
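Cells expressing TRPV1 were dye-loaded with Fluo-8 and read kinetically: 10 s baseline, 3 min after compound (agonist portion), then 2 min after EC20 capsaicin (allosteric enhancer portion). Calcium-bound dye fluorescence at 480/520 nm.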
PTAP TSG101 blk – blocks PTAP/TSG101 interaction to inhibit HIV-1 budding | 340,000 tested, under 10 active | Q99816 | Potency, µM (series often up to 115 µM), inactives show at the top dose activity change, negative = inhibition, most hits filed as inhibitors | Fluorescence polarization, FITC-PTAP peptide / Tsg101 binding; active means well fitted inhibition curve with a large enough effect in the main read-out, with a control signal flat, not every such curve was filed as active; inconclusive means small, poorly fitted or top-dose-only effect, or effect the other way, or a change in a side signal; inactive means no such curve, though single readings can be large or run the other way; further: potency means the concentration at half of the fitted maximal effect; % of control where 0% means no effect
Target sequence (Q99816 whole entry, looked up): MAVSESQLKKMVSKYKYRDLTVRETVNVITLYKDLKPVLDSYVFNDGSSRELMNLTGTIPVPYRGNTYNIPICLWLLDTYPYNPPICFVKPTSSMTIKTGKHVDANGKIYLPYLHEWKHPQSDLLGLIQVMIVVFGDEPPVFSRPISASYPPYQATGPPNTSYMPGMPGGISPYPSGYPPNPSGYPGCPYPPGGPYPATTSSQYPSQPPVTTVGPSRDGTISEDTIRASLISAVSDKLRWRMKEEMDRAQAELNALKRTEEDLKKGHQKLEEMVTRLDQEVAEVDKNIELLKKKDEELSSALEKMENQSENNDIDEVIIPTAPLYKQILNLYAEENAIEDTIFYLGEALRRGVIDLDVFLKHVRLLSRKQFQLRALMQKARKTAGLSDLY
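Tsg101 binding domain (10 uM final) was mixed with compound and a FITC-labeled PTAP peptide (50 nM final) in HEPES pH 7.5 buffer with NaCl, Tween 20, EDTA and TCEP; fluorescence polarization was read after 20 min at r.t.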
uPA surface inh – cell surface uPA generation inhibition; hit rate 0.31% among 330,000; Potency, µM (doses to about 38.3 µM), inactives show at the highest dose activity change, negative = inhibition, actives largely listed as inhibitors; cell surface uPA generation assay, qHTS; active means well fitted inhibition curve with a large enough effect; inconclusive means small, poorly fitted or top-dose-only effect; inactive means no such curve, though single readings can be large or run the other way; tested in mouse RAW 264.7 cells; further: potency means the concentration at half of the fitted maximal effect; on the % scale 0 is the no-effect control and ±100 the full control effect; nearly all actives have a fitted effect of over 55% in size
The depositor's hits bear a star; ? = inconclusive; . = not tested or not shown; [ ] = another dose, or the depositor's remark. Unless noted, the call rests on the fitted dose curve; in most records, active means well fitted curve in the direction sought with a large enough effect; inconclusive means small, poorly fitted or top-dose-only effect, or another doubt; inactive means no such curve, though single readings can be large; an effect the other way counts as inactive or inconclusive.

SMILES	Integrin act MD	USP2a inh	Eya2 inh	B2AR arrestin	p53 reactivator	ELG1 genotox	ASM inhibitor	BRCA1 expr up	TRPV1 ag	PTAP TSG101 blk	uPA surface inh
Cc1ccccc1CSc1ncnc2ccccc12	11.2%	1.3%	-8.3%	-0.3%	4.0%	1.5%	-4.6%	3.3%	21.0	-2.4%	7.7%
CC(=O)NC(Cc1c[nH]c2ccccc12)C(=O)NCc1ccc2c(c1)OCO2 (stereo not drawn)	-5.6%	7.9%	6.9%	-0.2%	9.5%	-0.8%	5.6%	2.0%	-2.6	5.9%	.
O=C(C[n+]1ccccc1)N/N=C/c1ccccc1[N+](=O)[O-]	-2.1%	0.5%	9.0%	-1.2%	5.3%	0.4%	5.1%	-4.4%	-6.2	-3.4%	0.1%
O=C(CCC(=O)N1CCCC1)Nc1nnc(C(F)(F)F)s1	-2.7%	3.7%	-20.6%	-0.3%	-12.7%	2.5%	3.5%	19.5%	-0.5	-5.9%	-5.0%
CC1(C)CC(=O)c2cnc(NC(=O)CSC(=S)N3CCCCC3)nc2C1	-11.8%	-1.0%	-6.4%	-0.8%	-1.1%	1.4%	8.2%	-2.5%	-3.8	-7.8%	-5.3%
O=C(O)CC(NC(=O)c1cccc(F)c1)c1ccc(OC2CCCC2)cc1 (stereo not drawn)	-15.5%	1.4%	-12.3%	-0.4%	1.6%	1.4%	5.2%	3.9%	-0.2	3.1%	-4.0%
c1ccc(N(c2ccccc2)c2nc(N3CCOCC3)nc(N3CCOCC3)n2)cc1	.	3.4%	16.8%[15.4 µM]	0.1%	9.4%	1.7%	.	.	13.4	.	.
CCN(CC(=O)NCc1ccc(F)cc1)S(=O)(=O)c1ccc(C)cc1	-3.1%	-0.3%	-4.7%	3.4%	-0.3%	-1.1%	0.6%	3.3%	7.3	-5.5%	-9.6%
COc1ccc(CNC(=O)C(=O)NCCCn2ccnc2)cc1	-68.2%[inhibitor]	8.1%	2.8%	0.5%	-4.7%	2.3%	-2.8%	0.0%	22.8	0.8%	-3.2%
CCc1ccccc1N1CSC2=C(C#N)C(c3cc(OC)c(OC)cc3OC)CC(=O)N2C1 (stereo not drawn)	-16.0%	-5.1%	3.9%	0.5%	-1.5%	-0.9%	2.5%	-29.6%	0.1	-0.5%	-3.7%
O=C(N/N=C/c1ccc(O)c2ncccc12)c1cccc(Br)c1	-27.8%	-20.8%	-22.9%	-0.2%	5.4%	18.1%	-4.8%	-80.5%	-1.0	0.0%	-12.8%
CC(=O)c1c(OCC(=O)O)ccc2c(C)cc(=O)oc12	21.4%	.	.	.	.	.	7.9%	-7.9%	0.0	-4.2%	.
CCC(CC)Nc1ccc(C(CC(N)=O)NC(=O)c2ccccc2)cc1[N+](=O)[O-] (stereo not drawn)	-0.5%	-0.2%	-7.7%	-0.7%	7.6%	0.0%	0.5%	0.0%	-1.0	0.1%	10.7%
CC(=O)Nc1ccc(S(=O)(=O)NCCNc2ccccc2[N+](=O)[O-])cc1	43.7%	1.4%	-8.0%	0.0%	1.0%	1.2%	-8.9%	-3.0%	-1.4	-1.4%	11.8%
CCOc1c(Cl)cc(/C=C/C(=O)N(CC)CC(=O)NCc2cccs2)cc1OC	-9.6%	0.3%	-10.5%	0.3%	-9.3%	-15.9%	-2.1%	-31.0%	?	-5.1%	-23.4%
Cc1ccccc1NC(=O)CSc1nc(N)c2c3c(sc2n1)CSC(C)(C)C3	-32.4%	0.2%	1.3%	14.3%	-1.6%	-1.6%	-2.0%	-53.0%	17.0	0.5%	-3.9%
O=C(Nc1ccc(C(=O)N2CCCC2)cc1)C1CCC1	8.6%	.	.	.	.	.	6.0%	17.3%	.	1.6%	-12.3%
Cc1cccc(N2C(=O)c3cccnc3C2=O)c1	11.8%	-0.9%	6.4%	-0.3%	15.9%	3.8%	4.4%	-6.7%	4.8	-2.9%	1.6%
CCOC(=O)C1CCN(c2ncnc3c2c(-c2ccccc2)cn3-c2ccccc2)CC1	-9.5%	3.6%	4.2%	0.1%	-1.7%	-11.1%	-2.9%	-28.8%	5.7	1.8%	10.7%
CN(C)c1ccc(C(=O)n2nnc3ccccc32)cc1	-1.6%	-0.1%	9.1%	-0.2%	8.4%	?	61.8%[activator]	0.8%	11.4	-2.6%	-19.4%
Cn1ncc2c(NNC(=O)c3ccc(O)cc3)ncnc21	?	1.4%	-0.2%	-0.2%	5.8%	2.3%	-0.6%	-8.0%	3.2	-7.9%	8.5%
Cc1c(C(=O)NC(Cc2ccccc2)c2nc3ccccc3[nH]2)cccc1[N+](=O)[O-] (stereo not drawn)	-8.7%	3.7%	11.5%	10.7%	7.0%	-1.8%	-3.7%	-27.3%	28.5	-9.1%	24.4%
Cc1onc(-c2ccccc2)c1NC(=O)N(CCC#N)Cc1cccs1	?	4.4%	-3.5%	0.1%	-2.7%	-0.3%	-1.8%	-6.1%	-1.9	-4.9%	-8.2%
CC1(C(=O)Nc2cccc(-n3cnnn3)c2)Cc2ccccc2C(=O)O1 (stereo not drawn)	25.1%	0.0%	3.4%	-0.9%	-10.8%	-1.3%	-3.3%	-22.2%	.	-0.6%	4.7%
CCNC(=S)/N=C(\N)Nc1nc(C)c2cc(C)ccc2n1	-5.3%	2.3%	-8.8%	?	5.7%	?	-2.6%	11.7%	7.2	1.3%	-1.9%
COc1cccc(N=C2SC(C(=O)Nc3ccc(F)cc3)CC(=O)N2C)c1 (stereo not drawn)	25.0%	1.0%	8.7%	0.0%	-0.9%	-9.1%	?	-12.1%	25.5	-0.5%	-3.7%
CCc1c(C(=O)N/N=C/c2ccc(C)o2)csc1C	17.4%	-0.8%	-2.0%	-0.3%	18.3%	-1.8%	1.2%	-0.5%	?	-2.5%	-1.2%
Cc1cc(Oc2ccc(-c3nnc(-c4ccccc4)o3)cc2[N+](=O)[O-])ccc1Cl	25.0%	0.0%	-0.3%	-0.9%	-5.8%	16.2%	-1.5%	-2.8%	-0.6	0.6%	-0.6%
O=C(COc1cccc2c1CCN(Cc1ccc(Br)cc1)C2=O)NCc1ccco1	-0.6%	-6.5%	-3.3%	2.9%	-14.8%	-10.6%	-3.7%	-6.7%	1.9	-2.5%	-3.3%
O=C(NNC(=O)C12CC3CC(CC(C3)C1)C2)c1ccccc1[N+](=O)[O-]	-4.2%	2.0%	-14.7%	-0.4%	2.6%	-0.7%	-2.6%	-13.9%	3.4	-0.8%	3.0%
Cc1ccc(NC(=S)Nc2cccc3ccccc23)cc1	-11.1%	0.3%	-15.5%	0.1%	?	?	-2.5%	-29.1%	-5.5	-2.8%	-2.4%
CCOC(=O)N1CCN(c2nnc(-c3ccc(C)cc3)c3ccccc23)CC1	-51.3%[inhibitor]	1.9%	-9.8%	-0.1%	-7.1%	-7.9%	5.9%	-73.6%	?	-7.5%	-1.3%
COc1ccc2[nH]c3c(=O)n(CCCCC(=O)NCCN4CCCC4)c(=S)[nH]c3c2c1	18.1%	-5.9%	10.6%	0.3%	0.5%	5.7%	11.5%	0.4%	5.5	-1.2%	4.1%
O=C(c1ccc(-c2cccc(C(F)(F)F)c2)o1)N1CCN(c2ccccc2)CC1	-19.2%	-1.3%	18.2%	-0.4%	-7.4%	1.0%	-9.1%	-56.7%	-4.8	-0.4%	5.5%
CC1(C)CN(c2ccc(Br)cc2Br)C1=O	-14.6%	0.5%	?	-0.1%	-1.0%	-3.5%	1.6%	0.0%	5.0	-4.8%	-4.3%
O=C(COC(=O)C1CCC1)c1c[nH]c2ccccc12	-7.2%	1.5%	13.4%	-0.1%	-1.4%	1.2%	0.7%	-13.0%	25.1	-7.5%	0.4%
COc1ccc(CCN=C(N)NS(=O)(=O)c2ccc(OC)c(OC)c2)cc1OC	-8.4%	-3.8%	-3.5%	-0.1%	-2.8%	2.8%	-0.9%	-5.5%	-4.4	.	11.4%
COc1ccc(NC(=O)c2ccc(S(=O)(=O)N3CCOCC3)o2)cc1	27.8%	2.9%	-0.8%	-0.8%	1.3%	-3.8%	2.6%	-15.5%	?	0.7%	-0.5%
Cc1ccc(NCc2nnc(SCC(=O)c3ccccc3)o2)c(C)c1	-0.4%	-1.1%	-2.3%	-0.2%	0.1%	0.1%	-12.0%	-46.2%	-0.7	-1.5%	4.6%
